Tb hexokinase: Trypanosoma brucei hexokinase 1 inhibitors, primary screen, biochemical, G6PDH-coupled NADH absorbance, MLSCN library; inhibition, % at 10 µM; recombinant TbHK1, G6PDH-coupled NADH A340; 220,000 tested, 0.11% active;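 active = inhibition of 50% or more in the single-dose primary screen; inactive = inhibition below 50%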
PPC-1+TRAIL kill: compounds killing PPC-1 cancer cells with TRAIL present, primary screen, TRAIL potentiator project, ATPLite luminescence, uHTS | PPC-1 cells + TRAIL, ATPLite viability luminescence | cell killing (% activity), % at 4 µM | 220,000 tested, 0.41% active | AID 1443, 2008;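 active = cell killing above 50% in the first pass at 4 µM, then a duplicate retest at 5 µM averaging 50% or more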;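 note: plate controls were cells with TRAIL plus DMSO for no effect and medium-only wells lacking cells for full effect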
EP2 antag: human EP2 receptor antagonists, primary screen, TR-FRET cAMP, C6 glioma cells | inhibition, % at 25 µM | Prostaglandin E2 receptor EP2 subtype (Homo sapiens), P43116 | AID 1422, 2008 | 260,000 tested, 0.52% active | C6 glioma cells expressing human EP2; cells stimulated with saturating PGE2;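 active = percent inhibition above 40 after rounding to a whole number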;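 note: rat C6 glioma host cells with rolipram phosphodiesterase inhibitor present; the protocol text gives 20 µM as final concentration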
p97 ATPase inh: inhibitors of human p97 ATPase, primary screen, biochemical; Transitional endoplasmic reticulum ATPase (Homo sapiens), P55072; recombinant p97 ATPase, Kinase-Glo ATP luminescence, 3 h; inhibition, % at 8 µM; 220,000 tested, 0.42% active; AID 1481, 2009; in the data active = inhibition above about 15%;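 note: 0% = DMSO vehicle and 100% = wells lacking enzyme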
Target sequence (P55072 whole entry, looked up): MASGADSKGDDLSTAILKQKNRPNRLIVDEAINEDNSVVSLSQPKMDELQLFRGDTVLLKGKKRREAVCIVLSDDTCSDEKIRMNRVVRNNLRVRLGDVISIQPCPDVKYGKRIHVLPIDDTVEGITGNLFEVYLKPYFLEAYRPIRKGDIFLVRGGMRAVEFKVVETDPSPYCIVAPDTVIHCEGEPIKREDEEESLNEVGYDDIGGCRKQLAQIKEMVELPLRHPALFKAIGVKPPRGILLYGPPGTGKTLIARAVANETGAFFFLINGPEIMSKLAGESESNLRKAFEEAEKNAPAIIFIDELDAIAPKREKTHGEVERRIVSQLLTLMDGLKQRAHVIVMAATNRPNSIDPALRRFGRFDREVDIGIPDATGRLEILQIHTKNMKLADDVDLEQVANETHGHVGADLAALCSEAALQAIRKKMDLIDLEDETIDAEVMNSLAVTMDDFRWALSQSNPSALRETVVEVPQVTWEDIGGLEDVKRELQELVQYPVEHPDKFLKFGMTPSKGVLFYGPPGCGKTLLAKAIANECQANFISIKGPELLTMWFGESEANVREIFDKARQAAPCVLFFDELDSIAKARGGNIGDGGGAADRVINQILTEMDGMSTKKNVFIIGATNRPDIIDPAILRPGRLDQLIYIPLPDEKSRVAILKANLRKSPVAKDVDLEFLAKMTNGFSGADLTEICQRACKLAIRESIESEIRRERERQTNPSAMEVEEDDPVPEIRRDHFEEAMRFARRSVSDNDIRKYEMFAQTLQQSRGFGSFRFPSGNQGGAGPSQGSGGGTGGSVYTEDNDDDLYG
BaF3 parental: parental Ba/F3 cell viability inhibition, counter-screen for JAK2V617F inhibitor project, murine pro-B, CellTiter-Glo luminescence. CellTiter-Glo ATP luminescence. AID 1486, 2009. 220,000 tested, 1.1% active. inhibition, % at 5.6 µM;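 active = inhibition above a per-campaign cutoff, the mean inhibition of all tested compounds plus 3 SD, cut at about 27% in these data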;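 note: 0% = DMSO wells and 100% = JAK Inhibitor I control wells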
Furin inhibitor: human furin inhibitors, primary screen, biochemical, fluorescence intensity | P09958 | purified furin, fluorogenic substrate cleavage | inhibition, % at 30 µM | 220,000 tested, 0.061% active; in the data active = inhibition above about 25%; note: inactives centre near -15
NCF1 inh: p47phox/p22phox peptide binding inhibitors, primary screen, biochemical, uHTS, NADPH oxidase regulatory subunit; inhibition, % at 24.7 µM; fluorescence polarization, 2 h; 220,000 tested, 0.53% active;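 active = inhibition above about 30%, limit read from the data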;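 note: 0% = p47phox with labelled peptide and 100% = labelled peptide alone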
Ba/F3 V617F tox: reduced viability of JAK2V617F-dependent Ba/F3 cells, primary screen, JAK2V617F inhibitor project, cell-based, Ba/F3 EpoR-JAK2V617F, luminescence. ATP luminescence. inhibition, % at 5.6 µM. 220,000 tested, 1.1% active. AID 1446, 2008;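 active = inhibition above the campaign mean plus 3 SD over all tested compounds, cut at about 24% in these data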;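 note: cytokine-independent growth of Ba/F3 cells driven by EpoR plus mutant JAK2; 0% = DMSO-treated cells and 100% = JAK inhibitor I control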
RBBP9 inh: human RBBP9 inhibitors, primary screen, biochemical, fluorescence polarization, FP-Rh probe, HTS. Serine hydrolase RBBP9 (Homo sapiens), O75884. recombinant RBBP9. inhibition, % at 7.94 µM. 220,000 tested, 0.2% active;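 active = inhibition above the campaign mean of all tested compounds plus 3 SD, cut at about 14% in these data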;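 note: plate controls were DMSO wells with RBBP9 for no effect and wells lacking RBBP9 protein for full effect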
Target sequence (O75884 whole entry, looked up): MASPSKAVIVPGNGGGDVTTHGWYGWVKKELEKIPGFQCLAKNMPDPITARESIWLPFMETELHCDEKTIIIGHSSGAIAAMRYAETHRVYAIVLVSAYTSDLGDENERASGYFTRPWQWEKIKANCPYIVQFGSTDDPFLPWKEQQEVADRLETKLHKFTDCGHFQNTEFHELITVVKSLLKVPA
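Controls: DMSO-treated enzyme wells and wells lacking RBBP9 | Material: RBBP9 protein | Technique: Fluorescence polarization | Replication: Single well per compound, no replicates | Buffer or medium: Tris-NaCl-Pluronic buffer, pH 8.0 | Timing: 30 min compound preincubation, 45 min probe labeling, 25 °C | Read-out basis: Percent inhibition from mP, scaled between DMSO and no-protein wells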
* hit, by the source's call; / = not tested or not shown; & = joins results of further samples; [ ] = dose if it differs, or a comment.

SMILES	Tb hexokinase	PPC-1+TRAIL kill	EP2 antag	p97 ATPase inh	BaF3 parental	Furin inhibitor	NCF1 inh	Ba/F3 V617F tox	RBBP9 inh
Cc1nnc(SCC(=O)Nc2cccc(S(=O)(=O)N(C)c3ccccc3)c2)s1	2.1	21.5	6.2	4.8	0.0	-16.4	-3.2	-3.8	-3.2
CCCC(=O)Nc1ccc(OCC(=O)OC)cc1	-1.7	5.6	13.0	-1.6	2.6	-30.1[20 µM]	0.2	0.3	4.4
CCOC(=O)C1=C(N)Oc2cc(C)[nH]c(=O)c2C1c1ccncc1 (stereo unspecified)	0.6	8.1	10.0	7.7	5.2	-6.8	-5.3	-1.4	-9.5
CCOC(=O)c1sc(NC(=O)c2cc(-c3ccccc3C)nc3ccccc23)c(C#N)c1C	-15.1	22.0	26.3	1.8	2.9	-8.5[20 µM]	-7.0	-3.0	-6.3
COC(=O)C1=C(C)NC(=O)CC1c1ccccc1OC (stereo unspecified)	-6.9	-10.4	-0.1	-1.2	0.4	-31.4	/	-0.8	3.3
Cc1cccc(NC(=O)C2(C)CC3c4ccccc4C2c2ccccc23)c1 (stereo unspecified)	-9.1	23.0	-5.3	2.6	-1.8	-34.0[20 µM]	-5.4	-2.2	-4.3
NS(=O)(=O)c1cccc(NC(=O)COC(=O)C2CCCCC2)c1	-1.6	9.3	8.5	4.4	1.4	-12.6	-3.9	-3.8	-3.4
COc1cc(C2C3=C(CC(c4ccco4)CC3=O)Nc3ccccc3N2C(C)=O)cc(OC)c1OC (stereo unspecified)	-49.1	23.8	24.0	1.8	0.4	8.2	-14.9	-0.5	9.6
CCn1c(O)c(N=NC(=O)c2cccc(S(=O)(=O)N3CCCCC3)c2)c2ccccc21	-20.5	-16.1	0.2	-5.8	7.2	-8.1	-1.9	4.2	-4.9
Cc1ccc(NC(=O)C2SC(=Nc3ccccc3)C(C(=O)Nc3ccc(Cl)cc3)=C2N)cc1 (stereo unspecified)	-1.9	-6.5	8.2	5.0	5.9	-19.5	-6.9	-0.6	-7.5
COc1cc2c(cc1NC(=O)c1cncc(Br)c1)oc1ccccc12	0.0	12.3	18.5	-1.9	6.2	-13.8[20 µM]	-13.2	4.3	-5.5
O=C(Nc1ccnc(-c2cccnc2)n1)c1ccccc1Cl	1.4	6.9	6.3	4.8	0.2	-15.6[20 µM]	-28.7	-2.9	2.1
O=C(O)C/C=C(/NC(=O)OCc1ccccc1)C(=O)OCc1ccccc1	2.2	-12.9	2.6	-4.7	3.4	-14.7	-1.7	3.6	-4.6
CC(=O)NC(CCS(C)(=O)=O)C(=O)Nc1nccs1 (stereo unspecified)	25.5	19.4	10.0	7.0	1.8	-23.3	-5.0	0.6	-2.3
CCCC(=O)Nc1cccc(NC(=O)c2ccc([N+](=O)[O-])cc2Cl)c1	3.6	5.6	5.3	2.9	4.0	-16.2	-1.2	-3.0	-8.7
CC1=CC(C)C2(CO)COC(c3ccc(O)cc3)C1C2C (stereo unspecified)	-5.8	11.0	4.1	1.4	7.9	-12.5	-7.7	-0.2	-1.5
CCOc1ccc(C2C(C(=O)c3cccs3)=C(O)C(=O)N2Cc2cccnc2)cc1 (stereo unspecified)	-7.8	23.3	12.0	6.3	4.7	-19.1	3.2	0.7	-3.3
CCOC(=O)c1cc2c(ccn2C)n1Cc1ccccc1Cl	-9.7	4.3	7.0	2.2	10.8	-5.5	-9.2	1.2	-2.4
CC1c2ccsc2CCN1C(=O)NC(=O)c1ccc(Cl)cc1 (stereo unspecified)	-3.8	5.9	6.3	-1.4	1.5	-29.1	-8.3	-2.5	-7.1
CCOC(=O)C1CCCN(C(=S)Nc2cccc(Cl)c2C)C1 (stereo unspecified)	1.3	14.1	8.7	-0.2	0.8	-11.1	-5.4	-0.2	-8.1

4 of the entries above in order of their number in NCF1 inh, highest first.
SMILES	NCF1 inh
CCOc1ccc(C2C(C(=O)c3cccs3)=C(O)C(=O)N2Cc2cccnc2)cc1 (stereo unspecified)	3.2
CCCC(=O)Nc1ccc(OCC(=O)OC)cc1	0.2
Cc1nnc(SCC(=O)Nc2cccc(S(=O)(=O)N(C)c3ccccc3)c2)s1	-3.2
CCOC(=O)c1cc2c(ccn2C)n1Cc1ccccc1Cl	-9.2

The results go on.
SMILES	Tb hexokinase	PPC-1+TRAIL kill	EP2 antag	p97 ATPase inh	BaF3 parental	Furin inhibitor	NCF1 inh	Ba/F3 V617F tox	RBBP9 inh
CC(=O)C1=NOC(CNc2ncc(C(F)(F)F)cc2Cl)C1 (stereo unspecified)	3.1	28.3	3.7	-3.4	4.0	-3.5	2.1	2.4	-14.1
COc1ccc(CC(=O)O/N=C(\N)Cc2cccc3ccccc23)cc1	-2.0	-30.5	2.8	-2.9	9.0	-12.1	-14.2	3.9	1.5
O=C(O)c1ccc(N/N=C/c2cc3cc4c(cc3nc2Cl)OCCO4)cc1	-41.6	88.5*[5 µM]	6.9	-3.4	-1.5	-15.0	-149.2	4.6	-3.4
CCn1cc(C2=NOC(C(=O)Nc3cc(C)nn3-c3ccccc3)C2)c(C)n1 (stereo unspecified)	0.0	6.3	9.7	5.6	0.2	-16.5	-1.5	-6.1	4.0
CCn1c(CNC(=O)Cc2ccc(OC)cc2)nnc1SCCOc1ccccc1	3.6	-9.8	3.0	-3.5	4.7	1.4[20 µM]	-2.7	4.0	-4.9
CCOc1ccc(NC(=O)CSc2nnc(Cc3cccn3C)n2-c2ccc(F)cc2)cc1	3.7	-15.4	6.4	1.8	2.8	-16.8	-10.0	-3.3	-4.9
Cc1cccc(C(=O)Oc2ccccc2C2C[C@]3(C)CC(=O)NC3N2C(=O)c2cccc(C)c2)c1 (stereo partly specified)	-7.0	17.0	8.6	-5.1	2.9	-12.6[20 µM]	-3.4	-0.1	-7.2
CCNC(=O)Cn1cnc2c1c(=O)n(C)c(=O)n2C	2.1	-0.7	4.9	4.0	-0.3	-24.8[20 µM]	-13.3	-1.2	-7.6
CC(=O)N1CCN(C(=S)Nc2cc(S(=O)(=O)N3CCOCC3)ccc2Cl)CC1	1.9	2.2	6.0	2.9	-0.9	-18.5	-5.0	-2.1	-8.6
CC1Cc2nc(SCC(=O)Nc3ccc4c(c3)OCO4)n(-c3ccc(F)cc3)c(=O)c2S1 (stereo unspecified)	-26.9	-7.4	8.6	/	/	-29.3	-11.3	/	/
COc1cc(-c2nc(-c3ccccc3)c(-c3ccc(F)cc3)[nH]2)cc2c1OCO2	-7.2	2.5	7.6	4.4	4.8	-29.9	-19.6	1.5	-10.6
O=C(O)CCC(=O)NNC(=O)CCC(=O)Nc1ccccc1	-8.6	35.4	5.0	1.9	5.9	-12.9	-0.7	3.1	-5.4
CC(=O)c1ccc(-c2cccs2)s1	-18.8	-5.9	6.3	-0.1	4.4	-249.0	-12.2	4.6	-15.9
N#CC1=C(S)N(c2ccccc2)C(c2ccc(-c3cc(Cl)ccc3Cl)o2)NC1=O (stereo unspecified)	2.4	26.5	15.1	7.4	4.2	-17.7	-43.6	-4.5	-5.8
COc1ccc(Cn2c(O)c(C=Nc3ccc(O)cc3)c3ccccc3c2=O)cc1	-6.5	18.5	19.2	3.0	4.3	0.2	-11.9	1.4	-5.1
O=C(N/N=C\c1ccncc1)c1ccccc1O	-8.0	-0.3	6.1	1.2	7.5	-20.6	-2.7	1.1	-9.2
COCCSc1nnc(NC(=O)c2ccc(NC(=O)C(C)C)cc2)s1	-18.4	20.7	14.7&8.6	1.3	2.8	-12.2	7.4	1.4	-3.4
COC(=O)C(C)N(C#N)c1nc(NC(C)C)nc(SC)n1 (stereo unspecified)	4.6	11.1	19.5	1.9	2.7	-24.6[20 µM]	-4.1	-2.4	6.3
CC(C)COc1ccc(C(=O)N/C(=C\c2cccc([N+](=O)[O-])c2)C(=O)OC(C)C)cc1	-5.1	7.9	14.7	3.4	1.5	-31.6	-6.6	-1.9	-5.5
CSCCC(NC(=O)c1ccc([N+](=O)[O-])cc1Cl)C(=O)OCC(=O)C12CC3CC(CC(C3)C1)C2 (stereo unspecified)	35.4	8.4	5.9	3.8	1.9	-12.9	3.9	-3.0	-4.8

Entries of single compounds as entered above. Values in the order: Tb hexokinase	PPC-1+TRAIL kill	EP2 antag	p97 ATPase inh	BaF3 parental	Furin inhibitor	NCF1 inh	Ba/F3 V617F tox	RBBP9 inh
`COc1cc(-c2nc(-c3ccccc3)c(-c3ccc(F)cc3)[nH]2)cc2c1OCO2` is listed with -7.2	2.5	7.6	4.4	4.8	-29.9	-19.6	1.5	-10.6
`COc1ccc(Cn2c(O)c(C=Nc3ccc(O)cc3)c3ccccc3c2=O)cc1` is listed with -6.5	18.5	19.2	3.0	4.3	0.2	-11.9	1.4	-5.1

Following part:
SMILES	Tb hexokinase	PPC-1+TRAIL kill	EP2 antag	p97 ATPase inh	BaF3 parental	Furin inhibitor	NCF1 inh	Ba/F3 V617F tox	RBBP9 inh
CC1(C)CC(C(=O)NCCC(c2ccccc2)c2ccco2)CCO1 (stereo unspecified)	1.8	17.7	8.7	-6.8	8.0	-13.9	-15.2	4.0	-5.8
N#Cc1nc(-c2ccc(OCc3ccccc3)cc2)oc1N1CCC(C(N)=O)CC1	-11.8	19.1	/	2.4	3.3	-13.2	55.3*	0.5	6.8
CC(C)(C)CN1CCNC(=O)C1CC(=O)NCc1cccc(-n2cccn2)c1 (stereo unspecified)	-3.4	14.1	5.1	-1.0	2.1	-12.3	2.4	0.4	0.0
COc1ccc2nc(NC(=O)C3CCN(S(=O)(=O)c4cccs4)CC3)sc2c1	-4.8	10.9	12.3	-3.2	7.2	-13.3[20 µM]	-22.0	1.2	-7.0
CN(C)S(=O)(=O)N1CCN(c2ccccc2Cl)CC1	-7.5	8.7	9.0	4.1	4.8	-8.6[20 µM]	-11.6	2.3	-0.3
CCOC(=O)N1CCC(NC(=O)C2CCN(S(=O)(=O)c3cccc4cccnc34)CC2)CC1	0.6	24.3	18.1	1.5	-0.1	-26.8	3.8	-6.2	-1.2
COc1ccccc1-n1cnc2sc(-c3ccccc3)cc2c1=O	-0.3	18.1	/	-5.7	-1.4	-21.2[20 µM]	9.3	3.0	-8.1
Cc1nc(-c2ccccc2)sc1C1(C)CC(c2ccc(C#N)cc2)=NO1 (stereo unspecified)	-9.2	14.7	3.3	/	/	-32.8	-11.3	/	/
Nc1ccc(Br)cc1-c1nc2ccccc2[nH]c1=O	4.1	20.7	5.0	-5.5	100.1*	-11.7	-14.6	66.2*	-11.0
CCc1ccccc1NS(=O)(=O)c1ccc(SC)cc1	8.7	-5.7	14.8	-5.0	9.4	-2.9[20 µM]	-9.4	5.1	1.9
CCOc1cc(C(=O)OC(C)C(=O)Nc2ncc(Cl)cc2Cl)ccc1OCC(=O)N1CCOCC1 (stereo unspecified)	30.3	-9.9	4.0	-5.1	8.3	-0.3	-9.0	2.4	-7.9
Cc1nnc(NC(=O)CSc2ccc(-c3ccccn3)nn2)s1	-7.3	-0.2	10.7	0.4	2.6	-13.6	0.3	2.0	-0.3

This is a subset (hit frequency here may not be typical).
